IMPase Li inh: membrane-permeable IMPase blocker, potentiated with lithium; CHO-M1 cells, IP1 TR-FRET (IP-One), carbachol + lithium; Potency, µM (highest dose often 59.4 µM), for inactives: at the top dose activity, negative = IMPase inhibition, most hits filed as inhibitors; actives 0.35% (n = 210,000);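 further: IP1 builds up when IMPase is blocked and the TR-FRET signal falls; plate controls were basal vehicle for no effect and high inhibitor control for full effect; nearly all actives have a fitted effect of over 50% in size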
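CHO-M1, 2000 cells/well, 16–30 h culture; cpd + low Li+, 30 min 37C; lysis with d2-IP1/Eu-anti-IP1 Ab, 10 min RT; TR-FRET 665/620 ratio and 620 channel; AC50 via Hill.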
GAA glycogen mod: alters human alpha-glucosidase cleavage of glycogen; recombinant GAA, glycogen substrate, Amplex Red glucose oxidase fluorescence; P10253; Potency, µM (titrated, usually from 76.4 µM), for inactives: at the highest dose activity change, negative = inhibition, most hits filed as inhibitors; actives 0.38% (n = 300,000);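 further: 0% = full enzyme reaction and -100% = no-enzyme basal signal; the screen sought inhibitors and activators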
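Recombinant enzyme (4 nM final) with compounds titrated up to 77 uM and bovine liver glycogen (30 ug) in citrate pH 5.0, 0.01% Tween-20, 37 C 40 min. Released glucose detected by Amplex Red/glucose oxidase (Ex 573/Em 610); AC50 from Hill fits.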
HTT ATP protect: Huntington cell model cytoprotection by ATP luminescence; PC12 HTT-Q103 induced, cytoprotection, ATP luminescence, 40 h; Potency, µM (top dose mostly 56.4 µM), without a hit: cytoprotection (ATP increase), most hits filed as activators; actives 0.14% (n = 230,000); AID 1471;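 further: % of control where 0% means no effect; nearly all actives have a fitted effect of over 45% in size; toxic huntingtin expression switched on by the ecdysone agonist tebufenozide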
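Cells were plated at 1500 per well in phenol red-free DMEM with 5% equine and 5% calf serum. Tebufenozide (100 nM final) and compounds were added, then ATPlite reagent, and luminescence was read.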
GAA inhib: inhibitors of human lysosomal alpha-glucosidase | actives 0.005% (n = 200,000) | Potency, µM (series often up to 76.9 µM), without a hit: at the highest dose activity change, negative = inhibition, actives largely listed as inhibitors | AID 1466 | purified human GAA, 4-MU-alpha-glucoside fluorescence | P10253;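 further: plate controls were uninhibited enzyme wells for no effect and no-enzyme background for full effect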
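Activity normalized between no-enzyme (basal) and enzyme-only wells. Conditions: 4 nM human enzyme, 400 uM fluorogenic substrate, citrate/phosphate pH 5.0 with Tween-20, 20 min room temperature, compounds up to 77 uM.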
GoLoco inh red: RGS12 GoLoco-Gai1 interaction inhibition. Potency, µM (highest dose often 61.6 µM), without a hit: at the highest dose activity, negative = inhibition, hits mostly inhibitors. actives 0.44% (n = 230,000). Gai1:RGS12 GoLoco peptide FP, rhodamine, 10 min; active means well fitted inhibition curve with a large enough effect, not every such curve was filed as active; inactive means no such curve, though single readings can be large or run the other way; further: on the % scale 0 is the no-effect control and ±100 the full control effect; nearly all actives have a fitted effect of over 30% in size; many of its hits are not listed in these tables
Target sequence (P63096 whole entry, looked up): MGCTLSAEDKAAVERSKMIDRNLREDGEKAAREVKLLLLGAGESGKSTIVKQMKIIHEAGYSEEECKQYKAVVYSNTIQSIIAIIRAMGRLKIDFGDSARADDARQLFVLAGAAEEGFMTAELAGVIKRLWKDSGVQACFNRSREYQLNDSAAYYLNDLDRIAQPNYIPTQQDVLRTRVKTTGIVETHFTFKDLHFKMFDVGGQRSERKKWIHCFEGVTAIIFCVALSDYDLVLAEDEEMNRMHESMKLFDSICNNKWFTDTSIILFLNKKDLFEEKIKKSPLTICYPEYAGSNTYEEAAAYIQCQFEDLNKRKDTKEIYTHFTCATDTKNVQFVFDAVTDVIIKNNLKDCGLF
HttQ103 aggreg: reduces HttQ103-GFP aggregates in PC12 cells; actives 1.1% (n = 220,000); AID 1688; PC12 HttQ103-GFP aggregates, Acumen cytometry, 40 h; Potency, µM (series often up to 46.1 µM), for the others: at the top dose activity change, negative = inhibition, hits mostly inhibitors; further: on the % scale 0 is the no-effect control and ±100 the full control effect; nearly all actives have a fitted effect of over 60% in size
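PC12/HTTQ103-GFP, ecdysone-inducible; teb 100 nM; cpd qHTS titration; GFP aggregates read on laser cytometer, Ex 488/Em 500-530 nm.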
aGlu spleen mod: inhibits or activates alpha-glucosidase in human spleen homogenate. P10253. human spleen homogenate, 4-MU-alpha-glucoside fluorescence. Potency, µM (titrated, usually from 79.9 µM), for the others: top-dose activity change, negative = inhibition, actives largely listed as inhibitors. actives 0.006% (n = 240,000);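 further: 0% = enzyme with vehicle and -100% = no enzyme basal signal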
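Enzyme source: human spleen homogenate, 1 ug/well. Buffer 50 mM citric acid/K phosphate pH 5.0, 0.01% Tween-20. 4-MU-alpha-glucoside 1 mM; 37 C x 40 min; NaOH/glycine stop; fluorescence.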
* hit, by the source's call; ? = inconclusive; . = no result given; & = joins results of further samples; [ ] = another dose, or the depositor's remark. Unless noted, the call rests on the fitted dose curve; in most records, active means well fitted curve in the direction sought with a large enough effect; inconclusive means small, poorly fitted or top-dose-only effect, or another doubt; inactive means no such curve, though single readings can be large; an effect the other way counts as inactive or inconclusive. Potency means the concentration at half of the fitted maximal effect. An excerpt, so the mix of outcomes need not match the whole.

The line under a structure holds: IMPase Li inh, GAA glycogen mod, HTT ATP protect, GAA inhib, GoLoco inh red, HttQ103 aggreg, aGlu spleen mod
CCOC(=O)c1sc(NC(=O)CCCn2nc([N+](=O)[O-])cc2C)c(C(=O)OCC)c1C
 : 10.7%, -2.5%, 0.0%[10 µM], -7.1%, -11.8%, -13.5%, -4.8%
O=C(Nc1nc2c(s1)CCCC2)c1cc(-c2ccccc2)nc2ccccc12
 : 4.0%, 1.7%, 14.9%[10 µM], -7.2%, 11.3%, -24.9%, 4.3%
Cn1c(=O)c(C(=O)CCl)c(N)n(Cc2ccccc2)c1=O
 : -0.8%, 9.8%, ., 5.5%, 1.8%, -3.4%, 0.1%
CCNc1ncc2nc(-c3cc(F)cc(F)c3)c(=O)n(-c3ccc(OC)cc3)c2n1
 : -5.3%, ., -5.0%, ., 12.0%, ., 0.4%
CCOC(=O)c1[nH]c(C)c(C(=O)NCc2ccccn2)c1C
 : 0.5%, -0.2%, 22.2%[10 µM], 3.7%, 0.1%, -17.2%, 6.8%
COc1ccc(NC(=O)Nc2ccccc2F)cc1Cl
 : 7.4%, -15.6%, -31.5%, 3.3%, 2.4%, -9.1%[9.22 µM], -1.8%
CCCCN(CCCC)Cc1ccc(C(=O)NN)o1
 : -1.3%, -17.9%, -8.3%, -1.4%, 5.1%, -4.2%, 3.6%
Cc1cc(NC(=S)NC(=O)/C=C/c2ccc(S(=O)(=O)N3CCOCC3)cc2)ccc1Br
 : 5.3%, -20.7%, -4.5%[10 µM], -9.0%, -4.0%, ?, -9.9%
O=C1CCC(C(=O)NCCCn2ccnc2)N1 (configuration not stated)
 : 2.6%, -2.0%, -7.0%[10 µM], 2.8%, -0.2%, -9.1%, -15.4%
O=C(CCCN1C(=O)c2cccc3cccc(c23)C1=O)NCc1cccnc1
 : 5.2%, 0.2%, -50.7%[inhibitor], -5.4%, 13.0%, -5.9%, 3.7%
CCCCn1c(-c2nn(C)cc2Cl)n[nH]c1=S
 : -3.3%[38.3 µM], -5.6%, -25.7%, 0.4%, -3.8%, 0.5%, 0.6%
CC(C)(C)Nc1oc(-c2ccccc2)nc1-c1ccccc1F
 : 13.3%, ., 8.4%, ., -6.4%, ., -12.2%
COc1ccccc1C(=O)Nc1ccc(Br)cc1C
 : 11.8%, 6.3%, -3.6%[10 µM], -5.0%, 1.9%, -3.0%[9.22 µM], 2.5%
CC(C)CC(NC(=O)C(COCc1ccccc1)NC(=O)OC(C)(C)C)C(=O)NN (configuration not stated)
 : -9.8%, 3.1%, -27.9%, ?, 5.7%, -11.8%, -1.0%
O=C(CN1CCCCC1)N1c2ccccc2Oc2ccccc21
 : 15.1%[38.3 µM], -8.7%, 28.6%, -4.9%, -13.1%, 16.0%, -4.7%

Compound profiles (already shown):
Shown for `O=C(Nc1nc2c(s1)CCCC2)c1cc(-c2ccccc2)nc2ccccc12` = IMPase Li inh: 4.0%; GAA glycogen mod: 1.7%; HTT ATP protect: 14.9%[10 µM]; GAA inhib: -7.2%; GoLoco inh red: 11.3%; HttQ103 aggreg: -24.9%; aGlu spleen mod: 4.3%
Shown for `COc1ccc(NC(=O)Nc2ccccc2F)cc1Cl` = IMPase Li inh: 7.4%; GAA glycogen mod: -15.6%; HTT ATP protect: -31.5%; GAA inhib: 3.3%; GoLoco inh red: 2.4%; HttQ103 aggreg: -9.1%[9.22 µM]; aGlu spleen mod: -1.8%
Shown for `Cc1cc(NC(=S)NC(=O)/C=C/c2ccc(S(=O)(=O)N3CCOCC3)cc2)ccc1Br` = IMPase Li inh: 5.3%; GAA glycogen mod: -20.7%; HTT ATP protect: -4.5%[10 µM]; GAA inhib: -9.0%; GoLoco inh red: -4.0%; HttQ103 aggreg: ?; aGlu spleen mod: -9.9%

(next part)
The line under a structure holds: IMPase Li inh, GAA glycogen mod, HTT ATP protect, GAA inhib, GoLoco inh red, HttQ103 aggreg, aGlu spleen mod
Cc1noc(C)c1CSc1nnc(-c2cccnc2)n1C1CCCCC1C (configuration not stated)
 : -11.4%[38.3 µM], -6.6%, -20.5%, -4.1%, 0.9%, 3.4%, -9.8%
COc1cccc(/C=N/n2cnc3cc(C)c(C)cc32)c1OC
 : ., -5.5%, -7.5%[10 µM], ., -8.2%, 12.8%[9.22 µM], 0.7%
Cc1ccccc1NC(=O)Cn1nnc2ccccc21
 : 0.9%, 4.8%, 9.1%[10 µM], 0.4%, 7.8%, 13.0%, -2.2%
Cn1c(C(=O)NCc2ccccc2)cc2oc3ccccc3c21
 : 28.6%[38.3 µM], -0.9%, -5.3%, ?, -1.3%, -30.5%, -0.9%
COC(=O)Cn1c(C)nc(=O)c(-c2ccccc2)c1C
 : 5.9%[38.3 µM], 4.1%, -2.6%, -2.0%, 0.0%, 0.6%, 5.1%
CCOP(=O)(OCC)C(NC(=O)Nc1c(C)cc(C)cc1C)c1ccccc1 (configuration not stated)
 : 6.9%, 3.6%, 0.6%, -0.6%, -3.8%, 1.6%, 11.1%
CN1C(=O)COc2ccc(C(=O)c3oc4ccccc4c3-c3cnc4c(c3)COc3ccccc3-4)cc21
 : -5.5%, 0.3%, 1.9%[10 µM], -3.1%, 10.0%, 8.8%, -13.5%
COc1ccc(CCNC(=O)COc2nsnc2N2CCOCC2)cc1OC
 : 3.9%[38.3 µM], 5.2%, -3.4%, -4.9%, -4.2%, -5.0%, 2.3%
CCOC(=O)c1c(C)oc2c1c(C(c1cccnc1)N1CCOCC1)c(O)c1ccccc12 (configuration not stated)
 : 10.8%[38.3 µM], ?, -12.5%, -0.3%, 12.1%, 3.2%, -4.7%
O=C(O)CCCC(=O)Nc1ccc(N2CCCC2)cc1
 : 12.0%[38.3 µM], ?, -20.0%[10 µM], -3.7%, -12.3%, 14.8%, 1.7%
CC(=O)Nc1ccc(S(=O)(=O)NC(CC(=O)NCCC2=CCCCC2)C(C)C)cc1 (configuration not stated)
 : -5.0%[38.3 µM], 6.4%, -48.6%, -1.8%, -1.1%, 7.5%, -8.5%
COc1ccccc1/C=N/NC(=O)C(=O)N1CCN(c2ccccc2OC)CC1
 : -2.0%, -3.1%, -2.0%[10 µM], 4.6%, 3.0%, 7.5%, -13.8%
COC(=O)c1sccc1S(=O)(=O)Nc1ccc(C)cc1
 : ., 1.6%, 5.4%[10 µM], ., 346.0%[activator], 10.9%[9.22 µM], 0.7%
Cn1c(Cc2ccccc2)nnc1SCc1ccc(C(=O)O)cc1
 : -8.8%, 5.7%, ., -3.1%, -4.9%, 13.9%, 0.2%
NC(=O)CCC(NC(=S)Nc1ccccc1)C(=O)O (configuration not stated)
 : ., -26.9%, 9.6%[10 µM], ., -5.9%, 4.3%[9.22 µM], -0.1%
CCOC(=O)Cc1nnc(NC(=O)CSc2ccc(Cl)cc2)s1
 : -13.3%[38.3 µM], 3.7%, -7.3%, -8.4%, 6.3%, 3.1%, -8.7%
C[C@@H](C(=O)N1CCN(C(=O)OC(C)(C)C)CC1)n1cc(CCC(=O)O)nn1
 : -5.0%, 8.9%, -0.2%[10 µM], ., -3.9%, -2.1%[9.22 µM], 0.0%
CC(C)[C@H](NC(=O)c1ccccc1Cl)C(=O)NC1CCCCCC1
 : 6.2%, 10.4%, 3.1%[10 µM], -2.8%, 4.0%, 3.1%, 0.8%
CC(C)N1C(=O)C2C(c3ccccc3O)NC(C)(C(=O)O)C2C1=O (configuration not stated)
 : -2.1%[38.3 µM], 9.5%, -8.3%, -1.9%, 8.6%, -1.3%, 1.4%
CSc1ccccc1C(=O)N1CCN(c2cccc(Cl)c2)CC1
 : 13.2%, -6.4%, -56.8%, 1.2%, -2.5%, ?, -4.2%
C=CCNc1oc(Cc2cccc3ccccc23)nc1C#N
 : 8.5%[38.3 µM], ?, -28.8%, -5.9%, 82.7%[activator], -18.5%, 2.8%
COC(=O)c1c(NC(=O)CC2SC(N)=NC2=O)sc(C)c1C (configuration not stated)
 : 1.6%, -2.8%, ., 9.7%, 8.8%, ., 7.2%
CCN1CCc2c(OCc3ccccc3)cccc2C1=O
 : 1.8%, 4.2%, -57.5%[inhibitor][10 µM], -1.0%, 7.9%, ?, 1.5%
CCOC(=O)N/N=C1\CCc2ccccc21
 : -4.8%, 7.1%, ., 8.3%, 7.4%, -17.3%, 5.3%
O=C(Nc1ccccc1)Nc1ccccc1
 : 2.6%&11.0%, ., -106.9%&-112.6%[inhibitor], ., 0.5%&1.4%, ., -24.7%&-3.9%
Cc1ccc(-n2c(SCC(=O)NCc3ccco3)nnc2-c2cccnc2)c(C)c1
 : 16.8%[38.3 µM], 2.4%, -9.6%, 2.3%, 7.4%, ?, -0.4%
COc1ccc(N2C(=O)CC(NCCNc3ccc([N+](=O)[O-])cn3)C2=O)cc1 (configuration not stated)
 : -4.2%, -7.6%, ., ?, -3.2%, -10.4%, -3.0%
Cn1nc(C(=O)NCCOc2ccccc2)c2ccccc2c1=O
 : 3.1%, 1.3%, -74.1%[inhibitor], 3.0%, -1.7%, -3.0%, 5.1%
O=c1/c(=C\c2ccc3c(c2)OCO3)sc2n1CCCN=2
 : 15.0%[38.3 µM], -11.7%, -82.0%[inhibitor][10 µM], -7.4%, 1.7%, -1.5%, 2.5%
CCOC(=O)CSc1nnc(SCCN2C(=O)c3ccccc3C2=O)s1
 : 20.6%[38.3 µM], 0.2%, -12.0%, -3.4%, 13.3%, 2.6%, -3.9%
CCC(Sc1nc2ccccc2c(=O)n1CCN1CCOCC1)C(=O)NCc1cccnc1 (configuration not stated)
 : 29.0%[38.3 µM], 3.4%, -7.7%[0.074 µM], 1.3%, 6.3%, 5.2%, -13.8%
O=C(Nc1ccc([N+](=O)[O-])cc1)Nc1ccc2c(c1)OCCO2
 : 10.8%, 5.9%, -96.5%[inhibitor], 1.0%, -0.7%, -9.8%, -11.5%
CS(=O)(=O)N1CCC2(CC1)CN(c1ncccn1)C2
 : 0.9%, ., 10.9%, ., 3.9%, ., -4.3%
Cc1cnn(C(=O)c2cc(-c3ccccc3)nc3ccccc23)c1
 : 17.8%[38.3 µM], -2.8%, -25.1%, ?, -9.5%, -0.3%, -0.4%
Cc1ccsc1/C=N/NC(=O)CNC(=O)c1cccc([N+](=O)[O-])c1C
 : -0.1%, 2.9%, -15.6%, -4.9%, 3.7%, 15.6%, -4.0%
